# Screening data from PubChem BioAssay.
# Vif-A3F inh: Vif-A3F binding inhibition; HeLa A3F-eYFP + Vif (tagged APOBEC3F with the HIV-1 protein that degrades it), YFP fluorescence increase; 0.2% of 390,000 active; Potency, µM (series often up to 46.1 µM), for inactives: at the highest dose activity, negative = active; also: potency is read from the fitted curve at half-maximal effect; % of control where 0% means no effect; nearly all actives have a fitted effect of over 65% in size
#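 HeLa cells stably expressing A3F-eYFP plus Vif, plated and incubated overnight at 37 deg C, then exposed to compounds overnight at 37 deg C. Blocked degradation read as raised yellow fluorescence (Ex 488/Em 500-530).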
# D2 antag: D2 dopamine receptor (human) antagonism; inhibition, % at 10 µM; 2% of 340,000 active; P14416; HEK293 TREx D2 cells, calcium flux, dopamine EC80; in the data active = inhibition above about 30%; also: 0% is about no effect
# Target sequence (P14416 whole entry, looked up): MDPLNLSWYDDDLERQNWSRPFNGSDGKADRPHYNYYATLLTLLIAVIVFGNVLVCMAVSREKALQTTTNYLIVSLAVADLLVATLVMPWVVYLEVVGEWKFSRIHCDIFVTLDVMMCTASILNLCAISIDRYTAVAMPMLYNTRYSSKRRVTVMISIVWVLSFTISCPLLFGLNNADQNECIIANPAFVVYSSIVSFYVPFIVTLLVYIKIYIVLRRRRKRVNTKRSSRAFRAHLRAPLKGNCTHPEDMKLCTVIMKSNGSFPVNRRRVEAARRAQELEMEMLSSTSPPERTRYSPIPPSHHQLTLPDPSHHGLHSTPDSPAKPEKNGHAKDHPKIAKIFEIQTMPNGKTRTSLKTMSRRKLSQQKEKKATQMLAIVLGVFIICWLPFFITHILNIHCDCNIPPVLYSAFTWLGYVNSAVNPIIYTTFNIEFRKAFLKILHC
#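 Tetracycline-induced HEK293 TREx cells expressing D2 receptor forced-coupled to calcium signalling, loaded with no-wash calcium dye. Compounds added and calcium flux read 180 s, then dopamine added at EC80 and read a further 180 s.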
# 12-LOX inh: inhibitors of human 12S-lipoxygenase ALOX12; P18054; purified 12hLO, xylenol orange hydroperoxide absorbance; Potency, µM (top dose mostly 108 µM), inactives show top-dose activity change, negative = inhibition, usual class: inhibitors; 1.1% of 580,000 active; AID 1671190; also: potency is read from the fitted curve at half-maximal effect; % is scaled to controls: 0 for no effect and ±100 for the full control effect
#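 Purified human 12hLO at 150 nM in 25 mM Hepes, 0.01% Triton X-100, pH 7.0, preincubated 15 min at room temperature with compound. Reaction started with 40 uM arachidonic acid, 30 min at room temperature. Hydroperoxide measured by Fe-xylenol orange, 573/405 nm absorbance ratio.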
# ERG Ets-DNA blk: blocks human ERG Ets domain binding to DNA; 0.028% of 370,000 active; fluorescence polarization, His-ERG Ets domain / labelled DNA; Potency, µM (doses to about 76.9 µM), for the others: at the highest dose FP activity, negative = inhibition, actives largely listed as inhibitors; AID 624246; active = well fitted inhibition curve with a large enough effect in the polarisation, with a control signal flat; inconclusive = small, poorly fitted or top-dose-only effect, or effect the other way, or a change in a side signal; inactive = no such curve, though single readings can be large or run the other way; the % refers to the polarisation;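 also: polarization taken with two DNA probes labelled with fluorescein and Texas red; potency is read from the fitted curve at half-maximal effect; % of control where 0% means no effect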
#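 His-tagged ERG Ets domain (1 uM in the protein solution; 300mM KCl, 50mM Tris-HCl, 1mM EDTA, 1mM DTT, pH 7.5) received compound, then a probe mix of 5 nM fluorescein-DNA and 100nM Texas-615-DNA. Fluorescence polarization was read for both dyes.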
# Vif-A3G inh: Vif-A3G binding inhibition; 0.076% of 410,000 active; HeLa A3G-eYFP + Vif (tagged APOBEC3G with the HIV-1 protein that degrades it), YFP fluorescence, overnight; Q9HC16; Potency, µM (series often up to 46.1 µM), without a hit: top-dose activity, negative = active, usual class: inhibitors;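 also: potency is read from the fitted curve at half-maximal effect; % is scaled to controls: 0 for no effect and ±100 for the full control effect; nearly all actives have a fitted effect of over 60% in size; hits raise eYFP signal because A3G escapes Vif-driven loss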
# Target sequence (Q9HC16 whole entry, looked up): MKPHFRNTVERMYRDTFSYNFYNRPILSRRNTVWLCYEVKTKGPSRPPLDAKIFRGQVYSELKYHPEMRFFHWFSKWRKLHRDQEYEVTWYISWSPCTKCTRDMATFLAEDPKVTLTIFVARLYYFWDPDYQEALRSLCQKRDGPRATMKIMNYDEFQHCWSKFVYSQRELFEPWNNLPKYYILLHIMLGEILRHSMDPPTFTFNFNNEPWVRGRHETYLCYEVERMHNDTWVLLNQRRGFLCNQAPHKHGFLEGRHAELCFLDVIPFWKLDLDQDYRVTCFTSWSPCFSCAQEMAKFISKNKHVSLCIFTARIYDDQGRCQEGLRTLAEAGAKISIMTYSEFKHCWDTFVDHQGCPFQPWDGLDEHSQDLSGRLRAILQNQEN
#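 HeLa cells stably expressing Vif and C-terminally eYFP-tagged A3G, seeded overnight at 37 deg C, then exposed to compound by pintool overnight at 37 deg C. Rise in yellow fluorescence (Ex 488/Em 500-530, Acumen) marks blocked Vif-driven A3G degradation.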
# Glioma ERSR ind: inducers of ER stress response in human glioma cells. U87-MG GRP78 promoter luciferase reporter, 16 h. Potency, µM, without a hit: top-dose activation, most hits filed as activators. 0.02% of 420,000 active. AID 602332; also: potency is read from the fitted curve at half-maximal effect; series mostly up to about 76 µM; % of control where 0% means no effect; nearly all actives have a fitted effect of over 35% in size
#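 Stably transfected U87-MG human glioma cells carrying a GRP78-based luminescent sensor were seeded at 1000 cells/well, pin-dosed with compounds and incubated 16 h. Luciferase reagent was then added, and end-point luminescence was read after 10 min at room temperature.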
# D2 ag: D2 dopamine receptor (human) agonism; HEK293 T-REx D2 cells, calcium flux agonist mode; activation, % at 2 µM; 0.53% of 340,000 active; AID 485358;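 active = activation over 3 SD above normal in the single-dose calcium agonist read, cut at about 30% in these data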; also: 0% is about no effect
#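 In this primary screen, compounds producing a positive calcium signal within 180 s of addition to tetracycline-induced, force-coupled HEK293 Trex D2 cells are flagged; cells are dye-loaded with a no-wash calcium kit beforehand.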
# LDHA inh: inhibitors of human lactate dehydrogenase A; purified LDHA, NADH/diaphorase-resazurin fluorescence; active compounds read low; AID 1347041; 0.15% of 480,000 active; activity change, % (values are at about 110 or 230 µM); in the data active = activity change below about -30%; inconclusive = mostly about -25% to -30%;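 also: plate controls were DMSO wells for no effect and wells without enzyme for full effect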
#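 Human LDH5 at 2 nM final in Tris HCl pH 7.4 with 0.06 mM NADH and 0.2 mM pyruvate, reacted 5 minutes at room temperature. Remaining NADH coupled via diaphorase/resazurin; resorufin fluorescence read at 0 and 20 minutes, normalized to enzyme-free and DMSO wells.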
# RGS4 inh: human RGS4 inhibition; P49798; Transcreener GDP fluorescence polarization, RGS4-accelerated GTP hydrolysis; Potency, µM (top dose mostly 114 µM), inactives show top-dose activity change, negative = inhibition, most hits filed as inhibitors; 0.039% of 390,000 active; AID 504845; also: potency is read from the fitted curve at half-maximal effect; % is scaled to controls: 0 for no effect and ±100 for the full control effect; nearly all actives have a fitted effect of over 75% in size; some results filed as inactive show a strong effect at the top dose
# Target sequence (P49798 whole entry, looked up): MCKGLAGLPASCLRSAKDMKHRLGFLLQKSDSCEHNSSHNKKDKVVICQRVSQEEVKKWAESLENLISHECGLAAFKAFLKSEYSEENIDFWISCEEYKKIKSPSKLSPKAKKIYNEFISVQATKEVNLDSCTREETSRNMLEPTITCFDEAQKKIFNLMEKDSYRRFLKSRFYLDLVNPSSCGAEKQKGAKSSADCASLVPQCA
#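 MLSMR compounds (23 nl, pin-transferred) preincubated 10 min at room temperature with a 500nM (2x) first reagent, then RGS4 at 900nM (2x) plus Transcreener GDP mix added; fluorescence polarization (620/688 nm) read before and after 90 min at 30 °C.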
# * marks the source's active call; other numbers are inactive results; ? = inconclusive; / = not tested or not shown; [ ] = dose if it differs, or a comment. Unless noted, calls follow the shape of the dose curve; as a rule, active = well fitted curve in the direction sought with a large enough effect; inconclusive = small, poorly fitted or top-dose-only effect, or another doubt; inactive = no such curve, though single readings can be large; an effect the other way counts as inactive or inconclusive. Some of the compounds tested; rates above refer to the full screens.
smiles	RGS4 inh	Vif-A3G inh	12-LOX inh	Glioma ERSR ind	LDHA inh	D2 antag	D2 ag	Vif-A3F inh	ERG Ets-DNA blk
O=C(Cn1cnc2c(NCc3ccccc3)ncnc21)NCCN1CCOCC1	-13%	-3%	19%	1%	0	/	/	1%	4%
CC1CCCC(C)N1C(=O)COC(=O)C(Cc1ccccc1)NC(=O)c1cccs1 (configuration not stated)	-2%	3%	-13%	2%	0	-8	-0.9	-2%	-5%
Cc1nc(N/N=C\c2ccc3c(c2)OCO3)sc1C	-29%	-7%	?	0%	-1	/	/	1%	2%
O=C(CN(C(=O)c1cc2c(s1)CCC2)C1CCCC1)NCc1cccs1	-11%	-1%	-20%	0%	-1	10	0.0	0%	/
Cc1cccc(OCC(=O)N/N=C/c2cccn2C)c1	16%	-3%	63%[activator]	1%	-7	-4	0.1	3%	-1%
COc1ccc(NC(=O)C2(C)Cc3c(-c4cccc(C(N)=O)c4)ccnc3O2)cc1OC (configuration not stated)	/	-11%	-18%	0%	-7	/	/	/	/
CCOc1ccc(N2CC(NC(=O)c3ccc4ccccc4c3)CC2=O)cc1 (configuration not stated)	24%	-9%	-7%	-3%	-5	/	/	3%	2%
Cc1cccc(NC(=O)c2cc(S(=O)(=O)N3CCCCCC3)cn2C)c1C	-7%	-4%	-8%	-3%	0	/	-0.3	-9%	0%
O=S(=O)(/C=C/c1ccccc1)NC1CCCCCCC1	-32%	0%	-23%	-3%	-7	-16	-1.6	-10%	-3%
COc1ccc(NC(=O)Cc2ccc(Cl)cc2)cc1NC(=O)c1ccco1	0%	-8%	-14%	-5%	2	-8	0.4	6%	3%
CC(C)OC(=O)CSc1nnc(-c2cnccn2)n1-c1ccc(Cl)cc1	-10%	-5%	-3%	-3%	-7	2	-0.8	0%	1%
Cc1onc(-c2ccccc2Cl)c1C(=O)NNC(=O)c1ccc(F)cc1	5%	-4%	27%	0%	-5	-22	-0.6	0%	4%
CN(C)C(=O)N1CCC(C(=O)NCc2ccc(F)cc2)CC1	4%	5%	-13%	9%	-5	3	0.5	-8%	10%
CN(C)C(=O)C1CC(=O)OC12CCCCC2 (configuration not stated)	-12%	1%	67%[activator]	1%	-6	4	0.4	1%	4%
Cc1ccsc1/C=C1/C(=O)NN(c2ccccc2)C1=O	-10%	-1%	-21%	-4%	-12	-5	0.0	0%	-2%
C=CCOc1c(Br)cc(/C=C2/NC(=S)N(C(C)=O)C2=O)cc1OC	-23%	-4%	-14%	2%	-8	-9	-0.1	?	29%
Nc1cc(OC(=O)c2ccco2)nn1S(=O)(=O)c1ccc(F)cc1	?	-1%	5%	-7%	-9	25	1.2	7%	0%
O=C(N/N=C/c1ccncc1)c1cc([N+](=O)[O-])cc([N+](=O)[O-])c1	5%	0%	-4%	-4%	-4	/	/	-8%	-4%
CCC(C)NC(=O)CSc1nc2ccccc2c(=O)n1-c1c(C)n(C)n(-c2ccccc2)c1=O (configuration not stated)	9%	-4%	2%	-2%	-6	5	-0.8	-14%	1%
COC(=O)c1ccc(NC(=S)NCc2ccco2)cc1	2%	-1%	?	8%	-7	19	-0.6	4%	3%
Oc1ccc(Cl)cc1C1C=C(c2ccc3c(c2)OCO3)NC(c2cc(Br)ccc2F)N1 (configuration not stated)	-31%	-19%	/	-6%	-2	/	/	/	/
CCc1c(C)nc2c(-c3ccccc3)c(C)[nH]n2c1=O	7%	-2%	9%	-7%	-2	17	0.3	-4%	-2%
C=CCn1c2ccccc2c2nnc(SCC(=O)O)nc21	9%	-2%	-18%	0%	-9	-9	-0.2	-1%	-16%
CCC1(CC)Cc2ccccc2-c2nc(NCCCO)[nH]c(=O)c21	2%	-2%	-15%	-4%	-8	-3	0.8	?	-3%
O=C(CN1C(=O)c2ccccc2S1(=O)=O)Nc1cc(S(=O)(=O)N2CCCCC2)ccc1Cl	-12%	-4%	-21%	0%	-4	16	-0.4	-10%	-12%
COCCOC1CCN(C(=O)C2CCC(=O)N(CCc3ccc(OC)cc3)C2)CC1 (configuration not stated)	-4%	-1%	18%	2%	-2	/	/	1%	2%
CC(=O)OC1CCC2(C)C(=CCC3C2CCC2(C)C3CC3ON=C(C)C32)C1 (configuration not stated)	3%	2%	-1%	1%	-3	/	/	3%	-3%
Cn1cc(S(=O)(=O)Nc2ccc(Cl)cc2Cl)c(=O)n(C)c1=O	27%	1%	-5%	-1%	-1	-3	7.5	-11%	5%
COc1ccc(CNC(=O)C2Cc3cc(S(=O)(=O)N4CCCC4)ccc3N2C(C)=O)c(OC)c1 (configuration not stated)	17%[11.4 µM]	0%	8%	-7%	-3	4	-0.6	-5%	-2%
Cc1cccc(Oc2cnn(C(C)(C)C)c(=O)c2Cl)c1	-14%	-1%	-13%	-2%	-1	0	0.0	2%	-1%
COc1ccc(CN(CC(=O)NCc2ccc3c(c2)OCO3)C(=O)c2csnn2)cc1	-18%	-4%	-3%	-3%	-3	8	0.3	-29%	-1%
CCOc1nc(-c2ccccc2)ncc1Oc1ccccc1	10%	-3%	67%	-1%	-3	/	/	5%	?
Nc1cc(-c2ccccc2)nn1S(=O)(=O)c1ccc(F)cc1	-3%	-4%	21%[57.4 µM]	-2%	1	-4	-0.8	2%	-1%
COc1ccc2ccccc2c1/C=N/Nc1cccc(C(=O)O)c1	-32%	1%	/	0%	9	14	-0.3	-12%	-13%
Cn1c(NCc2ccccc2)nc2c1c(=O)n(Cc1ccc(Br)cc1)c(=O)n2C	-6%	4%	9%	-1%	-2	-2	0.0	2%	1%
CC(Nc1nc2ccccc2n2cnnc12)c1ccccc1 (configuration not stated)	-15%	-3%	-4%	7%	-19	-8	2.5	10%	-1%
CCOC(=O)C1(Cc2cccc(OC)c2)CCCN(C(=O)CCc2cccnc2)C1 (configuration not stated)	-10%	1%	-7%	10%	-5	-2	-0.4	-1%	1%
O=c1[nH]c2ccccc2nc1-c1ccc(Cl)cc1	-13%	-3%	0%	1%	1	2	-0.4	-9%	-11%
N#CCCN/N=C(\Cc1nc2ccccc2[nH]1)c1ccccc1	-7%	-7%	?	3%	-2	10	-0.2	-8%	8%
CCC1Oc2ccc(C)cc2N(CC(=O)N(Cc2ccncc2)Cc2ccco2)C1=O (configuration not stated)	28%[11.4 µM]	-1%	-11%	-5%	-4	15	-0.1	-2%	4%
O=C(CN1C(=O)CSC1=O)c1ccccc1	-2%	-1%	?	-2%	1	-9	-1.0	2%	4%
O=C(CCCn1c(=O)[nH]c2ccsc2c1=O)NC1CCCCC1	3%	5%	9%	-5%	-2	0	4.0	5%	-1%
CC(=O)NC1C(=O)N(CCc2ccccc2)c2ccc(Br)cc21 (configuration not stated)	?	0%	25%	-5%	7	-4	0.2	0%	9%
COc1ccccc1CNC(=O)c1ccc(CSc2nc3ccncc3n2Cc2cccc(F)c2)cc1	-16%	0%	-1%	0%	2	/	1.1	-8%	3%
CN(C)CCNC(=O)c1ccc(Cn2c(=O)c3cccn3c3cccnc32)cc1	-22%	-2%	-23%	5%	0	/	2.4	0%	7%
Cc1cccc(C)c1Nc1c(-c2cccs2)nc2ncccn12	23%	0%	?	-3%	-4	/	-1.0	2%	-1%
Cc1cc2c3c([nH]c2cc1S(=O)(=O)N1CCC2(CC1)OCCO2)CCCC3=O	-9%[56.9 µM]	-1%	-19%	8%	-2	0	0.5	4%	3%
CCOC(=O)C1CCCN(S(=O)(=O)c2ccc(Cl)nc2)C1 (configuration not stated)	-15%	-3%	16%	-3%	-6	-6	1.1	-2%	1%
CCCNC(=O)c1ccccc1NC(=O)c1ccccc1N(C)S(=O)(=O)c1ccc(C)cc1	-12%	-23%	0%	-6%	-6	-13	-1.3	-4%	4%
CC(O)[C@H]1CNC(=O)C(=O)N1CCc1cc(C(F)(F)F)cc(C(F)(F)F)c1 (some centres not stated)	-2%	-4%	0%	-6%	-4	13	0.3	5%	10%
COc1ccc(NC(=O)Cn2c(=O)oc3cc(S(=O)(=O)N4CCCC4)ccc32)cc1OC	10%	/	-1%	/	-13	/	0.8	/	1%
Cc1ccc(S(=O)(=O)N(CC(=O)c2ccc(Cl)cc2)C(=O)N2CCN(C)CC2)cc1	-15%	3%	-8%	-3%	-3	-7	0.1	6%	13%
CC1CC(CN)CC(CO)C1 (configuration not stated)	-31%	0%	24%	-2%	-1	-6	3.4	?	-2%
CN1C=CC(=C[N+](=O)[O-])N(C)C1=O	/	-4%	?	-2%	-1	/	/	/	/
N#CC1(c2cccc(Br)c2)C(=O)Nc2ccccc21 (configuration not stated)	-3%	-1%	0%	-3%	2	/	/	-17%	4%
O=C1CCN(Cc2ccccc2)C=C1C(=O)c1ccccc1	-11%	-3%	16%	-6%	-3	/	/	2%	-12%
